IDE act = IDE (human) activation, cell-based; P14735; activation, % at 5.96 µM; HEK cells, FAbeta-B cleavage, fluorescence polarization; 0% vehicle, 100% cell-free pure enzyme wells; 0.073% of 340,000 active;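 active = activation above the mean of all tested compounds plus 3 SD, set per screening campaign, cut at about 17% in these data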
Target sequence (P14735 whole entry, looked up): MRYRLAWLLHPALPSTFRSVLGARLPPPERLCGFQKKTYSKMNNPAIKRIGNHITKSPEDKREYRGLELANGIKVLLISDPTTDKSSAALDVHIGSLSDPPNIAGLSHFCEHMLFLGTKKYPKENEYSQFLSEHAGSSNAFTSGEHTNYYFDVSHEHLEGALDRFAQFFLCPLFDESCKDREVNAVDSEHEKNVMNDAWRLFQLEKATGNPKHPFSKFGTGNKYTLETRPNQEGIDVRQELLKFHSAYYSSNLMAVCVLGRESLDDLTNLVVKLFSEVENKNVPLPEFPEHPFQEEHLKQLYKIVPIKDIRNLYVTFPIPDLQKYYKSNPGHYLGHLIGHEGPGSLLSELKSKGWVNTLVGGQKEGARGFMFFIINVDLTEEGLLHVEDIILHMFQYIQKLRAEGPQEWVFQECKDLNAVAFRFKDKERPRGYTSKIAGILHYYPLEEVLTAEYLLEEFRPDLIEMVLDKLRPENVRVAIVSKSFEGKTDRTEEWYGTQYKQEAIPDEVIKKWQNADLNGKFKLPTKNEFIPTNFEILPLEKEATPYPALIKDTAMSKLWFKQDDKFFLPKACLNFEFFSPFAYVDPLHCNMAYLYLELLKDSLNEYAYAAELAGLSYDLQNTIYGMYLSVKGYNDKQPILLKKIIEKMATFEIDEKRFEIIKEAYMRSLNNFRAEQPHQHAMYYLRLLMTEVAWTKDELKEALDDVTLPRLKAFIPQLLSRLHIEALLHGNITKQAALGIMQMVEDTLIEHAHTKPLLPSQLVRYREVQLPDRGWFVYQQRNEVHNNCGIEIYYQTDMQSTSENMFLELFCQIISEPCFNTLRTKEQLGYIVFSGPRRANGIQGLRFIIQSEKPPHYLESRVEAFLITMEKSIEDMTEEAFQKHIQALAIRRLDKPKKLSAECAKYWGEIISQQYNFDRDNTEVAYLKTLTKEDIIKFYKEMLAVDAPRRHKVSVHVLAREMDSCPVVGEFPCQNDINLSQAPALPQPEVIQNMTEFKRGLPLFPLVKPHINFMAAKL
Numbers without * were called inactive.

nr	molecule	IDE act
1	CCOc1cc(C(=O)N/N=C/c2cn(-c3ccccc3)nc2-c2cc3ccccc3o2)cc(OCC)c1OCC	3.5
2	CCOC(=O)C1CCCN(C(=O)C2CCN(S(=O)(=O)c3ccc(Cl)c(C(F)(F)F)c3)CC2)C1 (stereo not drawn)	-3.0
3	CCN(CC(=O)Nc1c(F)cccc1F)C(=O)CCCOc1ccccc1	0.9
4	CC(Oc1ccc(F)cc1)c1nnc(SCC(=O)N(c2ccccc2)C2CCS(=O)(=O)C2)o1 (stereo not drawn)	1.6
5	[O-]C(=C(C(=S)Nc1cccc2ccccc12)[n+]1ccccc1)c1ccc2c(c1)OCCO2	-2.1
6	C[C@@H](N)C(=O)NC[C@H]1O[C@@H](n2cnc3c(N)ncnc32)[C@H](O)[C@@H]1O	0.6
7	Cc1cn(C2CCCCO2)c(=O)[nH]c1=O (stereo not drawn)	-1.5
8	C/C(=N\NC(=O)c1ccccc1OCCOc1ccccc1)c1ccccc1F	2.1
9	O=C1COc2ccc(C(=O)COC(=O)c3ccc([N+](=O)[O-])cc3Cl)cc2N1	-4.5
10	COC(=O)c1ccc(C(=O)OC)c(NC(=O)C2CC(=O)N(C3CCCC3)C2)c1 (stereo not drawn)	6.6
11	Cc1c2c(cc3c1[nH]c1ccccc13)C=NCC2	-3.1
12	COc1ccc(C(=O)COC(=O)c2ccc(Cl)nc2)cc1OC	4.2

New compounds follow
nr	molecule	IDE act
13	O=C(NC1(C(=O)O)CCCC1)C(Cl)Cl	1.1
14	Cc1ccccc1NS(=O)(=O)c1ccc(C(=O)NCC2(N3CCOCC3)CCCCC2)cc1	-1.8
15	CC(C)(C)OC(=O)N1CCC(C(=O)Nc2cccc(C(=O)N3CCCC3)c2)CC1	0.0
16	Cn1c(=O)c2c(nc(OC3CCCCCC3)n2C)n(C)c1=O	-1.0
17	CC(=O)Oc1ccc(OC(C)=O)c2c1C1C=CC2CC1	-0.1
18	CCCN1CCN(CC(=O)NCC(=O)Nc2cccc(C)c2C)CC1	7.6
19	c1ccc2c(c1)-c1cccc3cncc-2c13	-16.8
20	O=C(N[C@@H]1c2ccccc2CC[C@@H]1OCc1ccccc1)c1ccc(-c2ccccc2)cc1	0.4
21	CCN(C(=O)COC(=O)/C=C/c1ccc(OC)c(OC)c1)c1c(N)n(Cc2ccccc2)c(=O)[nH]c1=O	-2.1
22	CN1CCC(N(C)C(=O)c2ccc(Cl)c(S(=O)(=O)Nc3ccc(Cl)cc3)c2)CC1	2.9
23	O=c1[nH]cnc2c1ncn2-c1ccc(Cl)cc1	0.8
24	COc1ccc(NS(=O)(=O)c2ccc(C(=O)N(C)Cc3cccs3)cc2)cc1	1.8

Carrying on.
nr	molecule	IDE act
25	CC[C@]12c3[nH]c4cc(CCC(=O)N(C)C)ccc4c3CCN1C(=O)[C@@H](CC(=O)NCc1ccco1)C[C@@H]2C(=O)N1CCN(C(=O)c2ccco2)CC1	-1.9
26	Cc1ccc(-c2csc(/C=C3/SC(C)C(=O)N3CC(=O)Nc3ccccc3F)n2)cc1 (stereo not drawn)	0.0
27	CN(C(=O)c1ccc(NC(=O)Cc2cccc(NC(=O)C3CCCN(S(=O)(=O)c4cccc([N+](=O)[O-])c4)C3)c2)cc1)C1CC1 (stereo not drawn)	3.3
28	CC(=O)N(C)c1cc([N+](=O)[O-])ccc1OCc1ccccc1	4.6
29	O=C(COC(=O)c1ccc(O)cc1O)NC(=O)Cc1ccccc1	2.1
30	CN(C)C(=O)c1ccc(-c2nnc(OCc3nc4ccccc4n3C)c3ccccc23)cc1	4.1
31	CCOc1ccc2nc(SCC(=O)N(CC(C)C)c3c(N)n(CC(C)C)c(=O)[nH]c3=O)[nH]c2c1	7.4
32	CC(=O)c1ccc(OCCCC(=O)Nc2ccc(C)c(S(=O)(=O)N3CCOCC3)c2)cc1	-3.3
33	c1ccc2c(c1)ccn2CCCN1CCCCC1	3.1
34	COc1ccc(NC(=O)N(C)C[C@H]2Oc3ccc(NC(=O)Nc4ccc5c(c4)OCO5)cc3C(=O)N([C@H](C)CO)C[C@@H]2C)cc1	0.4
35	NC(=O)C1CCN(C(=O)C2CCN(C(=O)Nc3ccccc3)CC2)CC1	2.0
36	CCOC(=O)C1=C(C)N(C[C@@H]2CC[C@@H](Cc3ccc(-c4ccccc4)cc3)O2)C(=O)NC1c1ccc(Cl)cc1 (stereo partly drawn)	2.6

(next part)
nr	molecule	IDE act
37	CN(Cc1ccccc1F)C(=O)c1ccc(NC(=O)CC2SC(N3CCCCC3)=NC2=O)cc1 (stereo not drawn)	-0.4
38	CCOC1=CC(=O)OC(c2ccccc2)C1 (stereo not drawn)	3.2
39	CC(Nc1ccc(S(=O)(=O)N2CCN(C)CC2)cc1[N+](=O)[O-])c1ccccc1 (stereo not drawn)	1.9
40	Cc1ccc(CNC(=O)Cn2cnc3c(NCc4ccccc4)ncnc32)o1	3.6
41	CC(=NNC(=O)c1ccncc1)c1ccc(Cl)c(Cl)c1	2.8
42	CN(Cc1ccccc1)C(=O)c1cccc(NC(=O)Cc2cccc(NC(=O)C3CCN(C(=O)C4CCC4)CC3)c2)c1	3.0
43	Cc1nc(Nc2ccc(Cl)c(Cl)c2)sc1C(/C=C/c1ccc2c(c1)OCO2)=NNc1ccc([N+](=O)[O-])cc1[N+](=O)[O-]	1.4
44	COC(=O)C=C1CCC2C3CCC4=CC(=O)C(Br)CC4(C)C3C(=O)CC12C (stereo not drawn)	-10.7
45	O=C(CCCCn1ccc(=O)[nH]c1=O)Nc1ccc(C(=O)O)c(O)c1	4.0
46	O=C(Nc1ccn(CCCNCc2ccc3c(c2)OCO3)c(=O)n1)OCc1ccccc1	-1.4
47	c1ccc2sc(N3CCCCC3)nc2c1	-0.2
48	CN(C=O)c1cc([N+](=O)[O-])ccc1OCc1ccccc1	-1.4

Following part
nr	molecule	IDE act
49	COc1cc2oc(=O)cc(-c3ccc(-c4ccc(F)c(Cl)c4)cc3)c2c(OC)c1OC	2.5
50	COc1ccc(-c2cccc(-c3cc(=O)oc4cc(OC)c(OC)c(OC)c34)c2)cc1	-0.6
51	CCOP(=O)(Nc1cccc2oc(=O)c3ccccc3c12)OCC	7.4
52	Nc1ncnc2c1ncn2[C@@H]1O[C@H](CNC(=O)[C@H](N)Cc2cscn2)[C@@H](O)[C@H]1O	6.9
53	CCOC(=O)c1c2c(n(-c3ccc(OC)cc3)c1C)C(=O)C(=O)c1ccccc1-2	12.3
54	COc1ccccc1CN(C)C(=O)COC(=O)c1cc(C)oc1C	2.8
55	Cc1ccc(S(=O)(=O)N2CCN(C(=O)COC(=O)COc3ccc(Br)cc3)CC2)c(C)c1	2.7
56	CN(C(=O)c1ccc(NC(=O)Cc2cccc(NC(=O)C3CCN(C(=O)c4ccccc4)CC3)c2)cc1)C1CC1	5.0
57	F[B-](F)(F)c1cc2cc(Br)ccc2s1	0.9
58	COc1cc(C(=O)NC2CCN(C)CC2)ccc1Nc1ncc2c(n1)N(CCc1ccccc1)CCC(=O)N2C	-2.7
59	CN(C)c1ccc(C=NNC(=O)c2cccc3ccccc23)c(Cl)c1	1.2
60	CN(CC(=O)Nc1cccc(F)c1)C(=O)C1CCC(C(=O)N(C)CC(=O)Nc2cccc(F)c2)CC1 (stereo not drawn)	-0.1

A second format for part of the listing above:
item	IDE act	smiles
57	0.9	F[B-](F)(F)c1cc2cc(Br)ccc2s1
58	-2.7	COc1cc(C(=O)NC2CCN(C)CC2)ccc1Nc1ncc2c(n1)N(CCc1ccccc1)CCC(=O)N2C

(next part)
nr	molecule	IDE act
61	COc1ccc(C2c3cc4c(cc3OC(NNC(N)=O)C2C)OCO4)cc1 (stereo not drawn)	1.2
62	CC1CCC(NC(=O)c2cccn2C)CC1 (stereo not drawn)	-2.6
63	Cc1ccc(OCCC(=O)Nc2cc(S(=O)(=O)N3CCOCC3)ccc2N2CCCC2)cc1	-0.2
64	O=C(NCc1ccccc1)c1cccc(NC(=O)C2CCCC2)c1	1.4
65	CCc1ccccc1NC(=O)CN1CCN(C(=O)CN2C(=O)NC3(CCCCC3C)C2=O)CC1 (stereo not drawn)	-2.1
66	Cc1c(Cl)cccc1NC(=O)CNC(=O)CCCc1nc2ccccc2c(=O)[nH]1	2.5
67	O=c1cc(-c2ccccc2)ss1	3.9
68	Cc1nc2cc(Cc3ccccc3)ccc2o1	3.3
69	O=C(Cc1ccc(NC(=O)C2CCCN(C(=O)C3CCC3)C2)cc1)Nc1cccc(C(=O)N2CCCCC2)c1 (stereo not drawn)	3.8
70	CC(=C1SC(=S)NC1=O)c1ccccc1	3.0
71	COc1c2c(c3c(c1OC)c(=O)c1ccccc1n3C)OCO2	-5.2
72	CC(=O)Nc1cc(F)c2c(c1F)Cc1cc(F)ccc1-2	5.6

Next entries:
nr	molecule	IDE act
73	CCN(C(=O)CSc1nnc(-c2ccccc2F)n1N)c1c(N)n(Cc2ccccc2)c(=O)[nH]c1=O	3.4
74	COc1ccccc1NC(=O)CN1CCN(c2ccc(F)cc2)CC1	0.5
75	CCN1CCN(Cc2ccc(NC(=O)c3ccc(C)c(NC(=O)c4cncc(-c5cccs5)c4)c3)cc2C(F)(F)F)CC1	1.2
76	CCOC(=O)c1[nH]c(C)c(/C(C)=N\O)c1C	7.4
77	COc1ccc(S(=O)(=O)N2CCOCC2)cc1NC(=O)c1ccc(S(=O)(=O)N2CCCCC2)cc1	3.9
78	CCCN(CC(=O)Nc1ccccc1OC)CC(=O)c1c(N)n(Cc2ccccc2)c(=O)n(C)c1=O	6.8
79	O=C(O)C1CCCN1C(=O)C1CCN(S(=O)(=O)c2cccc(C(F)(F)F)c2)CC1 (stereo not drawn)	0.9
80	O=C(NCCc1ccccc1)c1ccc(NC(=O)C2CCC2)cc1	2.7
81	COc1ccc(CCNS(=O)(=O)c2cc3c4c(c2)CCN4C(=O)CC3)cc1OC	0.4
82	O=C1CN(C(=O)COc2ccc(Cl)c(Cl)c2)c2ccccc2N1	-0.3
83	CC(C=NNC(=O)C(=O)NN=CC(C)=Cc1ccccc1)=Cc1ccccc1	1.9
84	COc1ccc(CNC(=O)Cn2cnc3c(NCc4ccccc4)ncnc32)cc1	4.5

Other structures
nr	molecule	IDE act
85	CCNC(COC(=O)c1ccc([N+](=O)[O-])cc1)C1CCCCC1 (stereo not drawn)	-4.8
86	CCOC(=O)c1ccc(N[C@@H]2CCN3C(=O)c4ccccc4[C@@H]3C[C@H]2O)cc1	2.5
87	CCN(CC)c1nc(NNC(=O)c2ccccc2)nc(N(CC)CC)n1	-2.8
88	Cc1c([N+](=O)[O-])cc(N2C(=O)C=CC2=O)cc1[N+](=O)[O-]	-1.2
89	O=C(Nc1c(Br)cc2c(c1Br)Cc1ccccc1-2)C(F)(F)F	2.6
90	Nc1ccc2[nH]c(=S)sc2c1	-14.6
91	C=CCCC(=O)N1C[C@H]2CON(C)[C@H]2C[C@H]1c1cccc(Br)c1	3.2
92	O=C(COC(=O)c1ccc(F)cc1F)Nc1cccc(S(=O)(=O)N2CCOCC2)c1	3.1
93	O=C(NNC(=O)c1ccccc1F)c1ccc(NS(=O)(=O)c2ccc(F)cc2)cc1	6.5
94	Cc1ccc(S(=O)(=O)N2CCOCC2)cc1NC(=O)Cn1c(=O)ccn(Cc2ccccc2)c1=O	1.3
95	CN1CCN(S(=O)(=O)NC[C@H]2O[C@@H](n3cnc4c(N)ncnc43)[C@H](O)[C@@H]2O)CC1	2.2
96	Cc1ccc(NC(=O)CSCC(=O)N(C)CCOc2ccc(Cl)cc2)cc1	0.0

New compounds follow:
nr	molecule	IDE act
97	Cc1cc2c(c(C)c1Br)C(c1ccc3c(c1)OCO3)CC(=O)O2 (stereo not drawn)	-2.1
98	O=C(O)C(c1ccccc1)C1(O)CC2CCC1C2 (stereo not drawn)	-0.1
99	Cc1nc2[nH]c(=S)[nH]c2c(=O)[nH]1	-7.0
100	CC(C)(C)OC(=O)N1CCCC(C(=O)Nc2cccc(C(=O)NC3CC3)c2)C1 (stereo not drawn)	3.8
101	OC(c1ccccc1)C(O)C(c1ccccc1)N1CCCCC1 (stereo not drawn)	4.0
102	O=C1CC(c2ccccc2)Oc2ccc(Cl)cc21 (stereo not drawn)	-0.6
103	CCOC(=O)C1=C(c2ccccc2)c2ccccc2OC1C(=O)OCC (stereo not drawn)	0.0
104	CC1CCCC(C)N1C(=O)CN1C(=O)NC2(CCOc3ccccc32)C1=O (stereo not drawn)	2.0
105	CC(C)CN1CC(COCc2ccccc2)Oc2ccccc2S1(=O)=O (stereo not drawn)	-2.0
106	O=C1N[C@H]2CC=C[C@H]2Nc2ccccc21	-2.3
107	O=C1CCCN1C(=O)CSc1ncnc2sccc12	-0.3
108	CC1CC(C)CN(C(=O)COC(=O)/C=C/c2cccc([N+](=O)[O-])c2)C1 (stereo not drawn)	3.6

The results go on.
nr	molecule	IDE act
109	CCOc1ccc(C=NNC(=O)c2cccc3ccccc23)cc1OCC	1.0
110	CN(C(=O)c1ccc(NC(=O)Cc2cccc(NC(=O)C3CCCN(C(=O)C4CC4)C3)c2)cc1)C1CC1 (stereo not drawn)	0.9
111	COc1ccc2[nH]c3c(c2c1)CCN1C(=O)C(CC(=O)NCc2cccc(C(F)(F)F)c2)C[C@H](C(=O)N(C(C)C)C(C)C)[C@@]31C (stereo partly drawn)	1.1
112	CN(C)C(=O)c1ccc(NC(=O)CSc2nnc(-c3ccc4c(c3)OCO4)o2)cc1	2.4
113	COc1ccc(-c2noc(CCC(=O)N3CCN(c4ccc(Br)cc4)CC3)n2)cc1	1.5
114	CC(C)[C@H]1COCCS(=O)(=O)N1Cc1ccccc1-c1ccccc1	2.7
115	COc1cc2c(c(OC)c1OC)C(c1ccc(C)cc1)CC(=O)O2 (stereo not drawn)	-2.1
116	C[N+](C)(C)CCC(=O)N1C/C(=C/c2ccccc2)C(=O)/C(=C\c2ccccc2)C1	-5.1
117	COc1ccc(CNC(=O)C[C@H]2C[C@H](C(=O)N3CCCCC3)[C@@]3(C)c4[nH]c5cc(CCC(=O)N(C)C)ccc5c4CCN3C2=O)cc1OC	-1.1
118	COc1ccc(-c2cccc([C@H]3[C@@H]4C=CC[C@@H](C)[C@@H]4C(=O)N3Cc3ccccc3)c2)cc1	0.5
119	CC(=O)Nc1cc2c(cc1Br)-c1ccccc1C2	-2.1

Among those listed so far, two contain a tert-butyl group:
nr	molecule	IDE act
15	CC(C)(C)OC(=O)N1CCC(C(=O)Nc2cccc(C(=O)N3CCCC3)c2)CC1	0.0
100	CC(C)(C)OC(=O)N1CCCC(C(=O)Nc2cccc(C(=O)NC3CC3)c2)C1 (stereo not drawn)	3.8

A portion of the library, so the mix of outcomes need not match the whole.
